PAFAH1B2 FP inh – blocks human PAF acetylhydrolase 1b catalytic subunit 2. P68402. recombinant PAFAH1B2, FP-rhodamine activity probe, fluorescence polarization. inhibition, % at 3.39 µM. actives 1.2% (n = 340,000);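 active = inhibition above the mean of all tested compounds plus 3 SD, cut at about 24% in these data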;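 also: 0% = enzyme with DMSO and 100% = wells lacking PAFAH1B2; many of its hits are not listed in these tables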
PREPL inhibitor – human PREPL enzyme inhibition | AID 2751 | recombinant PREPL, fluorescence polarization activity-based probe | inhibition, % at 5.96 µM | actives 0.68% (n = 320,000) | Q4J6C6; in the data active = inhibition above about 43%;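 also: 0% = enzyme with DMSO and 100% = wells lacking enzyme; many of its hits are not listed in these tables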
EBNA-1 inh – blocks EBNA-1 binding to DNA. EBNA-1 DNA binding, fluorescence polarization. inhibition, % at 14.8 µM. actives 0.34% (n = 300,000); in the data active = inhibition above about 28%
LYPLA1 counter – LYPLA1 (human) inhibition in PME1 counter-screen; O75608; recombinant LYPLA1, FP-Rh probe fluorescence polarization; inhibition, % at 5.9 µM; actives 0.16% (n = 320,000); AID 2174;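 active = inhibition above the mean of all tested compounds plus 3 SD, set per campaign, cut at about 14% in these data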;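 also: inhibitors block serine hydrolase probe labeling of LYPLA1 so polarization falls; 0% = enzyme with DMSO and 100% = wells lacking LYPLA1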
pPAFAH inh – pPAFAH (human) enzyme inhibition; recombinant pPAFAH, FP-rhodamine probe fluorescence polarization; inhibition, % at 3.39 µM; actives 1.5% (n = 330,000); AID 463082;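 active = inhibition above the mean inhibition across the screen plus 3 SD, cut at about 25% in these data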;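 also: inhibitors block binding of the rhodamine activity-based probe so polarization drops; 0% = enzyme with DMSO and 100% = wells lacking pPAFAH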
LYPLA2 counter – blocks human lysophospholipase 2, a PME1 counter-screen. inhibition, % at 5.9 µM. recombinant LYPLA2, FP-Rh probe fluorescence polarization. actives 0.38% (n = 320,000);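 active = inhibition above the screen-wide mean plus 3 SD, limit set per campaign, cut at about 26% in these data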;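 also: 0% = LYPLA2 with DMSO and 100% = wells lacking LYPLA2 enzyme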
Target sequence (O95372 whole entry, looked up): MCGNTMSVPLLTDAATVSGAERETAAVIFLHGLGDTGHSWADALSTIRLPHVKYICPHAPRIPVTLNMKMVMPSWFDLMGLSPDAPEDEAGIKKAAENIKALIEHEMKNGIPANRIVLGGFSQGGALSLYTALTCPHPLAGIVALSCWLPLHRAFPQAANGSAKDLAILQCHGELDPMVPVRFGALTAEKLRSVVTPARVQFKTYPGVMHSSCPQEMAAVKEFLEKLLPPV
PAFAH1B3 FP inh – PAFAH1B3 (human) inhibition; recombinant PAFAH1B3, FP-rhodamine probe, fluorescence polarization; inhibition, % at 3.39 µM; actives 0.28% (n = 340,000); AID 492972;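 active = inhibition above the screen-wide average of all tested compounds plus 3 SD, cut at about 25% in these data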;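 also: 0% = enzyme with DMSO only and 100% = wells lacking PAFAH1B3 protein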
Target sequence (Q15102 whole entry, looked up): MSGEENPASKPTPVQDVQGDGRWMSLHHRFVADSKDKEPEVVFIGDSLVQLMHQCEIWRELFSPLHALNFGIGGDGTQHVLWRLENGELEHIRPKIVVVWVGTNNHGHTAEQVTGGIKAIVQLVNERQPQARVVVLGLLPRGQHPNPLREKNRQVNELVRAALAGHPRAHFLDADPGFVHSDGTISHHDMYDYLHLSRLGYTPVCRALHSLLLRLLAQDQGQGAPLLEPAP
PAFAH2 inh – inhibitors of human PAFAH2. Q99487. recombinant PAFAH2, FP-rhodamine activity probe, fluorescence polarization. inhibition, % at 3.39 µM. actives 0.99% (n = 340,000);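 active = inhibition above the mean over all tested compounds plus 3 SD, cut at about 30% in these data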;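 also: inhibitors block probe labeling of enzyme so polarization drops; 0% = enzyme with DMSO and 100% = wells lacking PAFAH2 protein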
ZTA DNA inh – ZTA (EBV) inhibition in EBNA-1 counter-screen; actives 0.15% (n = 320,000); ZTA-DNA binding, fluorescence polarization; inhibition, % at 11 µM; in the data active = inhibition above about 33%
Target sequence (P03206 whole entry, looked up): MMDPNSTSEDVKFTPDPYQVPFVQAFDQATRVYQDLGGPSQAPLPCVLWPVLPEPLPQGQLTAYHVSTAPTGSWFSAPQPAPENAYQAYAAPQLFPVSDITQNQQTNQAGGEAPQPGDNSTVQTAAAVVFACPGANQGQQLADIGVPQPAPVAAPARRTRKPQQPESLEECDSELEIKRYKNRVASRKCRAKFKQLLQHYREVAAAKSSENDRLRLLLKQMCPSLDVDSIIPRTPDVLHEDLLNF
* hit, by the source's call; . = no result given. Not all compounds are listed; rates above refer to the full screens.

The opening 6 entries as a preview:
entry	mol	PREPL inhibitor	PAFAH1B2 FP inh	LYPLA1 counter	LYPLA2 counter	PAFAH1B3 FP inh	PAFAH2 inh	pPAFAH inh	EBNA-1 inh	ZTA DNA inh
1	O=C(NNC(=O)c1cc(-c2cccc(Br)c2)nc2ccccc12)c1csc(N2CCOCC2)n1	15	-4	-16	-20	8	-7	5	-1	1
2	CCN(CC)S(=O)(=O)c1ccc(S(=O)(=O)N2CCC(N3CCCCC3)CC2)cc1	-2	-1	-2	-6	7	2	7	6	2
3	CO/N=C/c1cccn1-c1nccc(OC)c1C#N	-2	.	0	-6	.	.	-5	-4	1
4	CO/N=C(\C)C(Cc1ccc(Cl)nc1)Cc1ccc(Cl)nc1	16	5	-2	-5	6	-2	3	-21	5
5	N#Cc1c(F)cccc1N1CCC(C#N)CC1	-12	0	-1	2	2	-1	-4	2	9
6	CSc1cccc(NC(=O)CSc2nnc(C)s2)c1	4	-3	-1	-1	1	-3	-4	-8	-9

Results, previewed entries included:
entry	mol	PREPL inhibitor	PAFAH1B2 FP inh	LYPLA1 counter	LYPLA2 counter	PAFAH1B3 FP inh	PAFAH2 inh	pPAFAH inh	EBNA-1 inh	ZTA DNA inh
1	O=C(NNC(=O)c1cc(-c2cccc(Br)c2)nc2ccccc12)c1csc(N2CCOCC2)n1	15	-4	-16	-20	8	-7	5	-1	1
2	CCN(CC)S(=O)(=O)c1ccc(S(=O)(=O)N2CCC(N3CCCCC3)CC2)cc1	-2	-1	-2	-6	7	2	7	6	2
3	CO/N=C/c1cccn1-c1nccc(OC)c1C#N	-2	.	0	-6	.	.	-5	-4	1
4	CO/N=C(\C)C(Cc1ccc(Cl)nc1)Cc1ccc(Cl)nc1	16	5	-2	-5	6	-2	3	-21	5
5	N#Cc1c(F)cccc1N1CCC(C#N)CC1	-12	0	-1	2	2	-1	-4	2	9
6	CSc1cccc(NC(=O)CSc2nnc(C)s2)c1	4	-3	-1	-1	1	-3	-4	-8	-9
7	O=C(O)c1cccc2c1C(=O)c1ccccc1C2=O	9	-1	1	-2	-2	-12	-5	-1	-2
8	CCNC(=S)NS(=O)(=O)c1ccc(C)cc1	-1	5	-1	6	0	4	4	-3	-13
9	Cn1c(CN2CCOCC2)nc2cc(NC(=O)c3ccc(F)cc3)ccc21	15	3	1	-5	8	2	3	-1	-6
10	CCN(c1ccccc1)S(=O)(=O)c1ccc(C(=O)Nc2cccc(C)n2)cc1	-9	4	3	1	2	2	1	.	-4
11	Cc1nnc(NC(=O)CSc2ccccn2)s1	-5	5	-1	-3	4	9	-3	2	-15
12	COc1ccccc1C(c1nnnn1CCc1ccccc1)N1CCN(c2ccccc2)CC1 (centres undefined)	-4	3	-3	0	3	1	4	-12	-37
13	CCC(=O)N1c2ccccc2C(N(C(=O)CC)c2ccccc2)CC1C (centres undefined)	3	3	2	6	5	-2	3	-8	-1
14	CCNC(=O)c1ccc(C2SCC(=O)N2CCc2ccccc2)cc1 (centres undefined)	-4	3	-2	-8	5	1	4	-1	-3
15	O=C(Nc1sc2c(c1-c1nc3ccccc3[nH]1)CCCC2)C1CCCC1	6	1	-11	-5	6	3	10	13	6
16	CCOP(=O)(OCC)/C(C#N)=C(\O)c1ccc(OC)cc1	-10	3	2	0	-1	-2	0	2	2
17	COc1cccc(NC(=O)COC(=O)C2C3CC4OC(=O)C2C4C3)c1 (centres undefined)	13	1	-1	0	11	79*	5	-13	-2
18	CCOC(=O)c1c(Nc2ccccc2N)cc(C)nc1C	8	8	3	-4	-4	4	-1	-2	-2
19	Cn1cc(-c2ccccc2C(N)=O)c(=O)c2ccccc21	-2	5	3	-6	0	-1	-3	-10	-11
20	O=C(CN1CCN(S(=O)(=O)c2ccc(F)cc2)CC1)c1ccc(O)c(O)c1	11	9	2	-8	13	6	6	-14	-4

The list goes on, overlapping the part above by 2 compounds.
entry	mol	PREPL inhibitor	PAFAH1B2 FP inh	LYPLA1 counter	LYPLA2 counter	PAFAH1B3 FP inh	PAFAH2 inh	pPAFAH inh	EBNA-1 inh	ZTA DNA inh
19	Cn1cc(-c2ccccc2C(N)=O)c(=O)c2ccccc21	-2	5	3	-6	0	-1	-3	-10	-11
20	O=C(CN1CCN(S(=O)(=O)c2ccc(F)cc2)CC1)c1ccc(O)c(O)c1	11	9	2	-8	13	6	6	-14	-4
21	CCCC(=O)c1ccc(N2CCCC2)c(F)c1	-5	1	4	21	-6	4	-1	3	2
22	Cc1ccccc1Cc1ccc(Cl)nn1	-9	0	-1	-3	5	6	-8	-16	8
23	CCCCC(=O)Nc1nnc(C)s1	7	-1	2	2	17	1	2	6	14
24	O=C(CBr)c1ccc([N+](=O)[O-])c(CS(=O)(=O)c2ccc(Cl)cc2)c1	-4	16	3	7	7	5	6	-14	-20
25	CCCN(CC(=O)Nc1ccccc1OC)C(=O)c1cc(-c2cccs2)nn1-c1ccccc1	-3	4	-2	-7	5	-2	3	8	-10
26	Cc1nnc(-c2cnn(-c3ccccc3)c2N)n1Cc1ccc(F)cc1	15	1	1	7	11	-3	0	10	-5
27	CC(NCC(=O)Nc1ccccc1C(=O)NC1CC1)c1ccc(S(C)(=O)=O)cc1 (centres undefined)	2	4	2	-4	-2	-2	-3	.	-6
28	CCOC(=O)c1cn[nH]c1NC(=S)Nc1ccc(Cl)cc1	-3	.	1	-6	.	.	0	-7	0
29	CCOP(=O)(Cc1ccc(C(C)(C)CC(C)=O)o1)OCC	9	5	1	6	-6	-7	-2	2	-5
30	CCOC(=O)N1CCN(Cc2nc3cc([N+](=O)[O-])ccc3n2C)CC1	-1	1	1	-5	6	0	2	0	10
31	CC(C)C(=O)N1CCc2cc(-c3csc(N)n3)ccc21	21	3	0	4	-1	7	8	5	-3
32	Cc1cccc(-n2cc(CN3CCN(Cc4nccn4C)CC3)c(-c3cccc(F)c3)n2)c1	0	-2	-4	-1	3	-7	3	2	6
33	Cc1nn(CC(=O)NCc2ccccc2)c(=O)c2cccn12	0	2	-2	0	7	3	0	-7	-4
34	CCC(=O)NC(=S)Nc1cccc(Cl)c1N1CCCC1	2	2	1	4	-1	-1	5	4	-3
35	O=C(O)CCCCCN1C(=O)CCC1=O	7	7	3	11	13	1	2	-5	0
36	O=C(CN1CC(=O)Oc2ccccc21)OCC(=O)c1ccccc1	2	-3	2	0	3	3	0	-6	-4
37	CC(CC(=O)O)CC(=O)Nc1nncs1 (centres undefined)	0	3	0	2	4	2	1	1	-9
38	CC(=O)c1ccc(N2C(=O)[C@@H]3C(C(=O)CCN4C(=O)c5ccccc5C4=O)=NN[C@@H]3C2=O)cc1	9	0	1	5	-7	3	1	6	10
39	COCCN1C(=O)c2oc3cc(C)c(C)cc3c(=O)c2C1c1cccc(O)c1 (centres undefined)	7	6	-2	3	0	4	2	-8	4
40	COc1ccc(OC)c(N(C(=O)c2snc(C(N)=O)c2N)C(C(=O)NCC2CCCO2)c2ccc3ncccc3c2)c1 (centres undefined)	6	3	0	-1	5	-1	3	-22	0
41	Cc1ccccc1CSc1nnc(-c2ccncc2)n1C	-4	2	0	5	5	3	-2	-2	-6
42	O=C1c2ccccc2NC(c2cn[nH]c2-c2ccc(Cl)cc2)N1O (centres undefined)	8	1	-3	0	18	-3	-2	-8	-26
43	O=S(=O)(NC1CCCCC1NS(=O)(=O)c1ccc(F)cc1)c1ccc(F)cc1 (centres undefined)	11	2	3	5	3	-3	5	2	9
44	Cc1cc(N2CC(C(=O)NCc3cccnc3)CC2=O)ccc1C(C)C (centres undefined)	5	3	2	5	0	4	3	12	0
45	O=c1oc2ccccc2cc1-c1csc(Nc2nc3c(F)cccc3s2)n1	16	-7	-7	-2	2	-13	7	-1	-13
46	CCOC(=O)Cc1csc(NC(=O)Cc2ccc([N+](=O)[O-])cc2)n1	-2	-2	-4	12	1	4	-4	13	13
47	COc1ccccc1C(=O)O/N=C(/C)c1ccc(N2C(=O)C3CCCCC3C2=O)cc1 (centres undefined)	-3	2	-1	4	5	-2	-2	6	9
48	CCOC(=O)CC(NC(=O)Cn1nnc(-c2ccccc2)n1)c1ccc(OC)cc1 (centres undefined)	-22	5	-4	-12	6	2	-7	-8	-1
49	O=C(OC1CCOC1=O)c1ccc(N2CCCC2)c([N+](=O)[O-])c1 (centres undefined)	0	0	1	11	0	4	9	-1	2
50	O=C(NCc1cccnc1)C12CC3CC(CC(Cl)(C3)C1)C2	9	16	4	8	-8	2	-5	-7	-4
51	Cc1onc(-c2c(F)cccc2Cl)c1C(=O)NCc1cccs1	-6	7	-2	0	8	1	0	-5	14
52	O=C(NCc1ccccn1)C(C(=O)c1cccc([N+](=O)[O-])c1)n1cc(Cl)ccc1=O (centres undefined)	0	-1	1	8	10	-1	-1	5	3
53	O=S(=O)(NCCNc1ncc(C(F)(F)F)cc1Cl)C(F)(F)F	1	4	-5	-8	7	4	10	8	6
54	CC(=O)c1cccc(NC(=O)N2CCCC2C(=O)NCc2ccc3c(c2)OCO3)c1 (centres undefined)	0	4	-1	-4	-1	-1	0	1	10
55	Cc1ccc(NC(=O)c2oc3ccc(S(=O)(=O)N4CCC5(CC4)OCCO5)cc3c2C)cc1C	1	-7	-14	-19	-11	-12	-16	8	9

Rewritten as labelled records: two of the compounds above.
45	O=c1oc2ccccc2cc1-c1csc(Nc2nc3c(F)cccc3s2)n1
  PREPL inhibitor = 16; PAFAH1B2 FP inh = -7; LYPLA1 counter = -7; LYPLA2 counter = -2; PAFAH1B3 FP inh = 2; PAFAH2 inh = -13; pPAFAH inh = 7; EBNA-1 inh = -1; ZTA DNA inh = -13

46	CCOC(=O)Cc1csc(NC(=O)Cc2ccc([N+](=O)[O-])cc2)n1
  PREPL inhibitor = -2; PAFAH1B2 FP inh = -2; LYPLA1 counter = -4; LYPLA2 counter = 12; PAFAH1B3 FP inh = 1; PAFAH2 inh = 4; pPAFAH inh = -4; EBNA-1 inh = 13; ZTA DNA inh = 13
